Screening results (PubChem)
SR-BI DiI inh: inhibitors of mouse SR-BI mediated HDL lipid uptake; Q61009; 320,000 compounds, 0.96% hits; ldlA[mSR-BI] CHO cells, DiI-HDL uptake fluorescence, 3 h; inhibition, % at 12.5 µM; AID 488896;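 active = mean replicate inhibition of at least 70% and a set share of replicates each scoring 70 or more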;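 note: 0% = median of neutral control wells and 100% = median of positive control wells; values of inactives mirror those of a sister screen read the other way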
Target sequence (Q61009 whole entry, looked up): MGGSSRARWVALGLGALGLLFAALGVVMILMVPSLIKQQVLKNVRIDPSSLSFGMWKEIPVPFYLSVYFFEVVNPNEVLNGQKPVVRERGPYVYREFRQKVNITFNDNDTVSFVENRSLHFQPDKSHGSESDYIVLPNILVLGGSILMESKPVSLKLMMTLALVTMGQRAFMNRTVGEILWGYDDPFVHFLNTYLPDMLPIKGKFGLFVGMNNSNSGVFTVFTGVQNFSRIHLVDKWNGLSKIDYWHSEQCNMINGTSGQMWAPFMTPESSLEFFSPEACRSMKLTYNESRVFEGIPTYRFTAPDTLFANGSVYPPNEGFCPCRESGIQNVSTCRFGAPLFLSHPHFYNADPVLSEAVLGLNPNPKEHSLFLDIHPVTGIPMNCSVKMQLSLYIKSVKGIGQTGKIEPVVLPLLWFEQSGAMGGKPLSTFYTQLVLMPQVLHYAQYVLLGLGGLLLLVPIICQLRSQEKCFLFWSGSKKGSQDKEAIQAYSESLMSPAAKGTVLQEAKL
CDK5 p35 inh: CDK5/p35 (human) kinase inhibition; Q00535+Q15078; Recombinant CDK5/p35, ADP-Glo luminescence, 60 min; inhibition, % at 10 µM; 330,000 compounds, 0.01% hits; AID 488839;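 active = highest replicate inhibition of at least 50% and at least 75% of replicates reaching 50%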;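 note: plate controls were DMSO neutral control for no effect and GW8510 at 10 µM for full effect; many of its hits are not listed in these tables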
HTR5A ag: HTR5A agonism, opioid heterodimer counter-screen. HTR5A agonist assay, luminescence, cell-based. activation, % at 9.3 µM. 340,000 compounds, 0.61% hits. AID 504692; in the data active = activation mostly above about 9.5%, no sharp cut-off; inactive = mostly below about 7.6%;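 note: 0% = cells with vehicle only and 100% = reference agonist; strong numbers were not always called active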
Target sequence (P47898 whole entry, looked up): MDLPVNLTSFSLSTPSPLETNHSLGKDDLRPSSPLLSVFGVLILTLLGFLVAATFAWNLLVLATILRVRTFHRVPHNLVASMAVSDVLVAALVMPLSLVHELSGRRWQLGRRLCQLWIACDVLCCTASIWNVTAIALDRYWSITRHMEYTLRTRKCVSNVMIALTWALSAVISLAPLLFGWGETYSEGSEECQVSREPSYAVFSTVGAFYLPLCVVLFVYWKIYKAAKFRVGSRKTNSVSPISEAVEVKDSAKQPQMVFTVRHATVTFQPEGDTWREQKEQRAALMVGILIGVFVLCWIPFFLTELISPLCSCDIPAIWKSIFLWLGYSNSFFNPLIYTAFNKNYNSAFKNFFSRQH
PvdQ inh: blocks Pseudomonas aeruginosa PvdQ acylase activity | purified PvdQ acylase, fluorescence plate reader | inhibition, % at 10 µM | 340,000 compounds, 0.063% hits | AID 488965; in the data active = inhibition above about 30%, passing the limit was not always enough;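 note: 0% = vehicle neutral wells and 100% = reference inhibitor wells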
V-ATPase pHluor: yeast V-ATPase proton transport regulation by pHLuorin; 350,000 compounds, 0.37% hits; response, % at 10 µM; S. cerevisiae, pHLuorin cytosolic pH fluorescence; AID 504577; in the data active = response mostly above about 7.3%, no sharp cut-off; inactive = mostly below about 5.4%; note: actives read high; inactives centre near 0; some compounds called inactive have numbers as strong as hits; reference of the scale not given here
NSD2 HMT inh: NSD2 (human) methyltransferase inhibition. O96028. NSD2 peptide methylation, AlphaScreen, 120 min. inhibition, % at 12.5 µM. 310,000 compounds, 0.54% hits. AID 743445; in the data active = inhibition above about 50%
Wnt act: activators of Wnt/beta-catenin signaling; Wnt/beta-catenin reporter cell assay, activator, plate reader; activation, % at 9.35 µM; 300,000 compounds, 1.2% hits; in the data active = activation above about 30%, passing the limit was not always enough;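 note: 0% = neutral control wells and 100% = positive control wells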
HTR5A inv ag: inverse agonist of human HTR5A in OPRM1-OPRD1 counter-screen; P47898; HTR5A cell line, luminescence, inverse agonism; inhibition, % at 9.3 µM; 340,000 compounds, 0.083% hits; in the data active = inhibition mostly above about 23%, no sharp cut-off; inactive = mostly below about 18%;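 note: 0% = cells with DMSO and 100% = no-cell wells with DMSO; some compounds called inactive have numbers as strong as hits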
dFosB activator: activators of mouse delta FosB homodimer; P13346; purified delta FosB, TAMRA-CDK5 oligo fluorescence polarization; percent of positive-control signal above neutral wells; activation, % at 25 µM; 340,000 compounds, 0.99% hits; AID 493131;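 active = mean activation above about 17%, with every replicate also reaching it, limit read from the data, passing the limit was not always enough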;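 note: fluorescence polarization rise as delta FosB binds a TAMRA Cdk5 AP-1 oligo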
MITF TRPM1 HTS: increases MITF-driven TRPM1 promoter luciferase signal; SK-MEL-5 TRPM1-promoter luciferase, 24 h; % of positive control, neutral wells = 0; activation, % at 12.5 µM; 300,000 compounds, 0.75% hits;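 active = mean activation of at least 80% with every replicate also reaching 80%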;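 note: 0% = neutral control wells and 100% = parthenolide positive control wells; values of inactives mirror those of a sister screen read the other way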
Starred values were filed as active, the others as inactive; . = no result given.

SMILES	SR-BI DiI inh	CDK5 p35 inh	HTR5A ag	PvdQ inh	V-ATPase pHluor	NSD2 HMT inh	Wnt act	HTR5A inv ag	dFosB activator	MITF TRPM1 HTS
Cc1cc([N+](=O)[O-])nn1CCCC(=O)N1CCN(c2ccccc2)CC1	-7	-4.0	1	-11	-1	0	-1	-1	-3	-2
Cc1ccc(OCC(=O)N(C)CC(=O)Nc2ccc(N3CCOCC3)cc2)cc1	-16	0.2	-1	-2	-3	3	-2	4	-1	-4
COc1ccc([N+](=O)[O-])cc1N(CC(=O)Nc1ccccc1C(=O)N1CCCC1)S(C)(=O)=O	-20	1.3	4	-2	2	3	0	-12	4	3
CC1(C)Oc2ccc(C(=O)Nc3ccccc3F)cc2N(CC(=O)N2CCOCC2)C1=O	.	1.3	10	-7	-5	.	3	-30	-3	3
CC/C(O)=C1\C(=O)CC(C)(C)CC1=NCCc1nc2ccccc2[nH]1	-15	0.8	-2	0	-1	0	-1	4	2	-7
CCCCSc1cc(=O)n(-c2ccccc2)nc1C(=O)OCC	18	1.3	2	-4	1	-7	.	5	-9	-4
CC(=O)Nc1cccc(N(C(=O)C2COc3ccccc3O2)C(C(=O)NC2CCCCC2)c2cn(C)nc2C)c1 (centres undefined)	-20	0.0	3	-13	1	1	0	-7	3	-4
N=C(N)SCCc1cnc[nH]1	-13	2.2	3	10	3	.	0	-12	1	2
Cc1nnc(SCC(=O)N(CC(C)C)c2c(N)n(Cc3ccccc3)c(=O)[nH]c2=O)n1N	-18	-1.6	0	-7	-5	-2	-1	-14	3	9
COc1cc(/C=C/C(=O)OCC(=O)Nc2cc(C(F)(F)F)ccc2N2CCOCC2)ccc1O	50	-1.9	10	3	-1	-2	-6	-36	-1	0
CC1=C([N+](=O)[O-])C(c2cccc(Br)c2)C2=C(N1)c1ccccc1C2=O (centres undefined)	17	0.1	5	-1	5	-1	-32	-14	-7	.
CCN(C(=O)CSc1nc2cc(S(=O)(=O)N(CC)CC)ccc2n1CC)C1CCS(=O)(=O)C1 (centres undefined)	-3	0.5	3	-11	-4	0	0	-8	-6	8
CC(C)NC(=S)N/N=C/c1cccnc1	12	0.5	1	-9	8	-3	0	1	-1	-9
COc1ccc(OCC(O)CNC(=O)Nc2ccc(F)cc2)cc1 (centres undefined)	-11	-1.3	-1	2	0	-9	-1	-14	5	.
S=c1nc(-c2cccc(Cl)c2)[nH][nH]1	-2	4.0	2	-8	5	1	-1	-4	-3	5

Part of the list above in order of SMILES length, falling:
SMILES	SR-BI DiI inh	CDK5 p35 inh	HTR5A ag	PvdQ inh	V-ATPase pHluor	NSD2 HMT inh	Wnt act	HTR5A inv ag	dFosB activator	MITF TRPM1 HTS
CC(=O)Nc1cccc(N(C(=O)C2COc3ccccc3O2)C(C(=O)NC2CCCCC2)c2cn(C)nc2C)c1 (centres undefined)	-20	0.0	3	-13	1	1	0	-7	3	-4
COc1ccc([N+](=O)[O-])cc1N(CC(=O)Nc1ccccc1C(=O)N1CCCC1)S(C)(=O)=O	-20	1.3	4	-2	2	3	0	-12	4	3
CCN(C(=O)CSc1nc2cc(S(=O)(=O)N(CC)CC)ccc2n1CC)C1CCS(=O)(=O)C1 (centres undefined)	-3	0.5	3	-11	-4	0	0	-8	-6	8
Cc1nnc(SCC(=O)N(CC(C)C)c2c(N)n(Cc3ccccc3)c(=O)[nH]c2=O)n1N	-18	-1.6	0	-7	-5	-2	-1	-14	3	9
COc1cc(/C=C/C(=O)OCC(=O)Nc2cc(C(F)(F)F)ccc2N2CCOCC2)ccc1O	50	-1.9	10	3	-1	-2	-6	-36	-1	0
Cc1cc([N+](=O)[O-])nn1CCCC(=O)N1CCN(c2ccccc2)CC1	-7	-4.0	1	-11	-1	0	-1	-1	-3	-2
Cc1ccc(OCC(=O)N(C)CC(=O)Nc2ccc(N3CCOCC3)cc2)cc1	-16	0.2	-1	-2	-3	3	-2	4	-1	-4
COc1ccc(OCC(O)CNC(=O)Nc2ccc(F)cc2)cc1 (centres undefined)	-11	-1.3	-1	2	0	-9	-1	-14	5	.
CCCCSc1cc(=O)n(-c2ccccc2)nc1C(=O)OCC	18	1.3	2	-4	1	-7	.	5	-9	-4
S=c1nc(-c2cccc(Cl)c2)[nH][nH]1	-2	4.0	2	-8	5	1	-1	-4	-3	5
CC(C)NC(=S)N/N=C/c1cccnc1	12	0.5	1	-9	8	-3	0	1	-1	-9
N=C(N)SCCc1cnc[nH]1	-13	2.2	3	10	3	.	0	-12	1	2

(further entries)
SMILES	SR-BI DiI inh	CDK5 p35 inh	HTR5A ag	PvdQ inh	V-ATPase pHluor	NSD2 HMT inh	Wnt act	HTR5A inv ag	dFosB activator	MITF TRPM1 HTS
COc1ccc(NC(=O)CSc2ccc3nnc(-c4cccnc4)n3n2)cc1	0	-0.9	-1	-9	-1	0	-1	3	-4	-16
COc1cc([N+](=O)[O-])c(N2CCOCC2)c([N+](=O)[O-])c1OC	-11	1.0	0	-3	-3	.	-1	1	-3	1
N#Cc1ccccc1NC(=O)C(=O)NCC1CCCN1S(=O)(=O)c1cccs1 (centres undefined)	8	-1.0	-4	6	-2	-1	-4	3	-7	9
O=c1onc(-c2cccs2)n1Cc1ccccc1	-5	-1.8	-4	0	-2	-4	.	12	0	.
CCC(=O)Nc1c(C)ccc2nsnc12	-10	0.5	0	-9	0	.	-4	-5	-1	.
COc1ccc(OC)c2nc3c(cc12)CCC3	-6	-0.3	4	-9	2	3	0	-14	6	6
O=C1NC(=S)N/C1=C\c1ccccc1OCc1ccc(C(=O)O)cc1	.	0.3	6	-11	-2	.	-1	10	-26	-5
Cc1cc(C)c2c(c1)OC(=O)CC2c1ccccc1C (centres undefined)	-1	0.4	2	-11	-1	.	-2	-8	-8	1
Cc1nc(-c2ccc(F)cc2)c(CC(=O)Nc2cc(S(=O)(=O)N3CCCCC3)ccc2C)s1	36	1.1	-3	4	8	0	-3	7	-15	-3
CC(=O)N(C)c1ccc(NC(=O)C(c2ccccc2)c2ccccc2)cc1	-6	-1.3	-4	-1	-5	-1	1	11	-10	-7
COC(=O)c1c(NC(=O)COC(=O)[C@@H](NS(=O)(=O)c2ccc(C)cc2)C(C)C)sc2c1CCC2	23	1.0	3	-3	-1	-1	.	-19	-7	6
Cn1cc(Cl)c(-c2nc3ccccc3[nH]2)n1	-2	-1.9	0	-16	4	0	.	-38	-14	57
COc1ccc(CCNC(=O)[C@H](C)N2C(=O)N3CCc4c([nH]c5ccccc45)[C@@]3(C)C2=O)cc1OC	60	-1.5	6	-10	-2	.	-3	19	1	-12
CNC(=O)CC1C(=O)N(c2ccc(Cl)cc2)C(=S)N1CCc1ccc(OC)c(OC)c1 (centres undefined)	28	-1.9	4	6	-2	-5	1	-8	-10	-3
Cc1nc2ncnn2c(C)c1CCC(=O)NCCCN1CCN(c2cccc(Cl)c2)CC1	4	-0.5	-6	-7	5	12	.	8	-6	8
COc1ccc(N2C(=O)CC(C3CCCO3)C2=O)cc1 (centres undefined)	-25	-0.1	3	1	-5	-2	-2	26	4	-2
Clc1ccc(C2=Nn3c(nnc3-c3n[nH]c4c3CCC4)SC2)cc1	24	-0.9	1	-10	-6	9	.	15	-25	-29
c1ccc(CSCc2ccccc2)cc1	-1	1.6	0	-5	2	.	-1	2	0	15
COC(=O)c1c(NC(=S)Nc2ccccc2Cl)sc(C)c1C	75*	0.7	-2	-6	2	-1	.	-7	-3	-11
CCOC(=O)CC1=Nc2ccccc2NC(=O)C1	-28	0.0	-2	-11	2	-1	-2	4	-1	.
COc1ccc(CCNC(=O)C2(c3ccccc3)CC2)cc1	-16	0.7	0	-4	-9	13	-1	-1	5	-3
Cc1ccc(C(C)NC(=O)Cc2cccs2)c(C)c1 (centres undefined)	8	2.5	1	8	3	0	-1	-2	-1	-10
CCCNC(=O)C(CC)NC(=O)c1cccc([N+](=O)[O-])c1 (centres undefined)	-35	-0.7	-2	-4	-3	.	0	-18	6	-6
Nc1ccc(N2CCN(c3ccc(Cl)c(Cl)c3)CC2)cc1	20	1.7	1	-8	0	7	-1	-2	-2	13
CC(=O)c1cc2ccccc2oc1=O	-11	-7.5	1	-12	2	-5	2	-3	-4	0
C=C(C)Cn1c(CCCNC(=O)CCC)nc2ccccc21	7	-0.5	-2	-12	4	.	0	0	-5	1
Cc1cccc(NC(=O)C(NS(=O)(=O)c2ccc3c(c2)CCC(=O)N3)c2ccccc2)n1 (centres undefined)	-18	-0.9	-2	-4	0	.	.	6	-4	-10
CCOC(=O)c1c(C)[nH]c(C)c1S(=O)(=O)NCCN1CCN(c2ccccc2F)CC1	1	-2.8	-1	12	-2	5	0	-6	-5	-16
CCN(C(=O)COC(=O)c1[nH]c(C)c(C(C)=O)c1C)c1c(N)n(Cc2ccccc2)c(=O)[nH]c1=O	33	4.3	-4	11	3	0	-4	-46	0	4
CC1Cc2ccccc2N1C(=O)c1cnsn1 (centres undefined)	19	0.6	3	2	-3	-3	2	-4	3	5
[N-]=[N+]=CC(=O)c1ccnc(C(=O)C=[N+]=[N-])c1	-3	1.0	-2	-10	-2	-2	0	24	4	.
CCOc1ccc2c(ccc(/C=C/c3cc(C)c4cccnc4c3O)[n+]2C)c1	-6	8.8	-1	-16	-3	19	.	3	-215	-76
Cc1ccc(OCC(=O)NNc2c3ccccc3nc3ccccc23)cc1	-28	1.4	2	4	-2	1	-2	-6	-4	3
CCOC(=O)C1CCN(c2c(N3CCCC(C(=O)OCC)C3)c(=O)c2=O)CC1 (centres undefined)	-14	-0.3	9	1	-5	.	-2	-24	1	-21
Cc1ccc(SCC(=O)N(C)CC(=O)Nc2cccc(F)c2)cc1	2	-1.4	7	-9	4	-3	2	19	-13	-3
COC(=O)CN1C(=O)C(O)(CC(=O)c2cccc(Br)c2)c2ccccc21 (centres undefined)	-3	0.9	-7	-15	0	.	-1	21	-1	0
CCCCc1cc(=O)oc2cc(C)cc(OC(C)C(=O)NC(Cc3c[nH]c4ccc(O)cc34)C(=O)O)c12 (centres undefined)	0	0.2	0	15	0	.	-2	-9	3	2
O=C(NNC(=O)c1nn(-c2ccc(F)cc2)ccc1=O)Nc1cccc(Cl)c1	-12	0.2	.	-10	-1	0	2	.	-2	.
Cc1sc2nc(CSCC(=O)Nc3ccccc3C#N)[nH]c(=O)c2c1C	-25	-0.2	-1	5	-1	1	-1	-24	-11	-9
Cc1cc(C)cc(NC(=O)NC2CCCCCCC2)c1	-23	-0.4	-2	-2	4	0	-1	7	5	0
COc1ccc2cc(CN(CC3COCCO3)S(=O)(=O)c3ccccc3)c(=O)[nH]c2c1 (centres undefined)	-19	-1.1	5	13	5	0	.	-11	2	12
O=C(C1=C[C@@H](c2ccc3c(c2)OCO3)C[C@@H](OCc2ccc(CO)cc2)O1)N1CCOCC1	-14	-1.5	10	-14	0	.	2	-28	-5	-1
